Source: PubChem
GlmU inhibition – inhibition of mycobacterial GlmU enzyme – biochemical, glucosamine-1-phosphate acetyltransferase (AID 1376); M. tuberculosis GlmU acetyltransferase enzyme assay; higher % means a stronger effect; one-dose inhibition, %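 (tested at 30 µM in the primary screen)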; IC50 in µM for titrated hits; actives 0.25% (n = 220,000); in the data active = inhibition above about 13%; inconclusive = no clear call, values can overlap the other calls;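 note: 0% = complete reaction with vehicle and 100% = reaction without substrate; strong numbers were not always called active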
Mtb RmlCD inh – blocks M. tuberculosis RmlC and RmlD coupled enzymes; P9WH09+P9WH11; RmlC+RmlD coupled enzyme assay, percent inhibition; primary screen in compound mixtures; inhibition, % at 3.6 µM; actives 0.03% (n = 160,000); AID 1533; in the data active = inhibition mostly above about 34%, no sharp cut-off; inconclusive = no clear call, values can overlap the other calls; inactive = mostly below about 22%; note: some results filed as inactive read as strong as hits
Target sequence (P9WH09 whole entry, looked up): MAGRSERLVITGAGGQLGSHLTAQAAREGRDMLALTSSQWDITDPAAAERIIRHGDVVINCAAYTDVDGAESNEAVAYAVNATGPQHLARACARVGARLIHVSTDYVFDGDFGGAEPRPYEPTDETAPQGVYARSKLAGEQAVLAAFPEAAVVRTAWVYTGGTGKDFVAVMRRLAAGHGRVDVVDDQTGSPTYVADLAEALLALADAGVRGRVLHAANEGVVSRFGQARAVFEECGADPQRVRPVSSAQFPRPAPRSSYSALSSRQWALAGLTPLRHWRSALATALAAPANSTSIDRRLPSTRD
Target sequence (P9WH11 whole entry, looked up): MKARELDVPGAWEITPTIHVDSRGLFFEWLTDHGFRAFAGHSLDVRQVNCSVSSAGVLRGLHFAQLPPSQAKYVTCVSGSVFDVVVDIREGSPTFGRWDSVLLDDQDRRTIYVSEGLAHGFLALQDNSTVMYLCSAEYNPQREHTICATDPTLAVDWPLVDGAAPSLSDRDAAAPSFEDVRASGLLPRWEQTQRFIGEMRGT
The depositor's hits bear a star; ? = inconclusive; nt = no result given.

SMILES	GlmU inhibition	Mtb RmlCD inh
CCc1cccc(NS(=O)(=O)c2c(C)n[nH]c2C)c1	-3.0%	-1.5
CCCC(=O)Nc1ccc(Br)cn1	-3.3%	nt
CN(C)C(=O)C1CC(=O)OC12CCCCC2 (centres undefined)	2.8%	nt
Cc1ccc(Cn2nc(C)c(NC(=O)CCCn3nc(C)c([N+](=O)[O-])c3C)c2C)cc1	-1.6%	-8.4
CC(C)(C)OC(=O)N1CC=C2C(C#N)=C(N)C(C#N)(C#N)[C@H](c3cccnc3)[C@H]2C1	2.0%	-11.3
CNC(=S)Nc1cc(OC)c(NC(=O)c2ccco2)cc1OC	-1.1%	62.9
COCCNC(=O)C(c1ccco1)N(C(=O)Cn1nnc2ccccc21)c1cc(C)ccc1C (centres undefined)	-1.5%	nt
CC(Sc1nc(-c2ccccc2)cc(C(F)(F)F)n1)C(=O)N1CCOCC1 (centres undefined)	-2.6%	nt
CCOc1ccc(C2C(C#N)=C(N)SC(N)=C2C#N)c(OCC)c1	6.5%	6.6
C=CCN1CCN(Cc2cnc(Cl)s2)CC1	3.6%	8.1
CCOc1ccccc1OCC(=O)Nc1nc2ccccc2[nH]1	1.7%	-6.6
Cc1ccc(S(=O)(=O)N2CCN(C(=O)CSc3nc4ccccc4c(=O)[nH]3)CC2)c(C)c1	4.4%	nt
CCC(=O)Nc1cc(-c2nnc(OC)c3ccccc23)ccc1N1CCOCC1	6.0%	22.0
CC1(C)Cc2ccccc2C(c2cc3ccccc3oc2=O)=N1	-4.0%	nt
COc1ccc(OC)c(N2Cc3ccccc3C2=N)c1	2.0%	-19.1

The list goes on, starting with the last two of the part before.
SMILES	GlmU inhibition	Mtb RmlCD inh
CC1(C)Cc2ccccc2C(c2cc3ccccc3oc2=O)=N1	-4.0%	nt
COc1ccc(OC)c(N2Cc3ccccc3C2=N)c1	2.0%	-19.1
OCCCn1c(-c2ccccc2)n[nH]c1=S	2.6%	nt
CCOC(=O)COn1c(-c2cccc(Cl)c2)nc2ccc([N+](=O)[O-])cc21	-3.4%	9.7
COC(=O)[C@H](Cc1ccccc1)NC(=O)[C@@H]1C[C@H]1[C@@H](NC(=O)OCc1ccccc1)c1ccccc1	-0.1%	nt
CCN(CC)CCCN1C=C2C(=O)C(C)(OC(=O)CCC(=O)OC)C(=O)C=C2C=C1C1CC1 (centres undefined)	2.2%	nt
O=C(CNc1ccccc1)NNC1=NCCC1	-1.5%	nt
CC(NC(=O)C12CC3CC(C1)CC(n1cncn1)(C3)C2)C12CC3CC(CC(C3)C1)C2 (centres undefined)	-4.7%	38.8
O=C(/C=C/c1ccc(OCCCF)cc1)Nc1ccnc(-c2ccncc2)n1	2.8%	7.1
COc1cccc(O[C@@H]2O[C@@H]3COC(C)(C)O[C@H]3[C@H](O)[C@H]2NC(C)=O)c1	4.8%	nt
COc1ccc(CN=C2NC(=O)CC(C(=O)Nc3ccccc3C)S2)cc1 (centres undefined)	1.3%	6.5
CC(C)(C)OC(=O)N1CCC[C@H]1C(=O)NCc1ccc(Cl)cc1Cl	0.0%	2.7
COc1ccc(N2CC(C(=O)OCC(=O)c3ccc(C)cc3)CC2=O)cc1 (centres undefined)	-3.4%	9.2
COc1cccc(-c2nnc(NC(C)=O)o2)c1	1.3%	nt
CC1CC(C)CN(C(=O)/C(=C\c2ccccc2)c2ccccc2)C1 (centres undefined)	-0.2%	3.0
C=CCNC(=O)C1CCN(C(=O)c2ccc(-c3ccccc3)cc2)CC1	-2.6%	?
Cn1c(=O)c2c(nc(N/N=C/c3cccs3)n2C)n(C)c1=O	0.9%	5.1
O=C(Nc1cccc(C(F)(F)F)c1)C1CCCCC1	0.2%	10.7
COC(=O)C1=C(C)NC(C)=C(C(=O)OC)C1C(=O)OCCN1C(=O)c2ccccc2C1=O	-2.0%	nt
O=c1[nH]c(CO)nc2c1oc1ccccc12	4.8%	3.1
CCNC(=O)NC(=O)C(C)Oc1ccc(C(=O)OC)cc1 (centres undefined)	10.2%	nt
O=S(=O)(Nc1ccccc1N1CCCCC1)c1ccc(F)cc1F	-8.0%	-2.3
COc1cccc(CNC(=O)CCNS(=O)(=O)c2cccc3nsnc23)c1	-4.2%	3.2
CCOC(=O)C1(CCc2ccccc2)CCN(C(=O)C(C)n2cncn2)CC1 (centres undefined)	2.5%	-5.3
CC(C)Cn1c(-c2ccco2)nc2c(c(=O)c3ccccc3n2C)c1=O	-0.8%	nt
Cn1c(CS(=O)Cc2c(Cl)cccc2Cl)nnc1SCc1c(Cl)cccc1Cl (centres undefined)	-3.8%	10.8
CCOc1cc(C(=O)N/N=C/C2CC=CCC2)cc(OCC)c1OCC (centres undefined)	1.9%	3.8
CC1CN(C(=O)c2c([N+](=O)[O-])cnn2C)CC(C)O1 (centres undefined)	2.6%	nt
O=C(CN1C(=O)NC2(CCCC2)C1=O)N1CCN(S(=O)(=O)c2ccccc2)CC1	1.3%	-3.9
CC1=N/C(=C/c2ccc([N+](=O)[O-])cc2)C(=O)N1c1ccc(Cl)cc1Cl	-3.0%	5.8
CCOC(=O)C1CCN(C(=O)COc2ccc(Br)cc2Br)CC1	-4.2%	5.3
CCC12CN3CC(CC)(CN(C1)C3c1ccccc1Cl)C2O (centres undefined)	4.5%	nt
CCS(=O)(=O)N1CCCC(C(=O)NCCN(C)Cc2ccccc2)C1 (centres undefined)	0.8%	8.1
COc1ccc(/C=N/OCc2nc3c4c(ncn3n2)Oc2ccc3ccccc3c2C4c2ccccc2)cc1 (centres undefined)	1.9%	8.7
O=C(c1ccc(F)cc1)N1CCN2C(=O)c3ccccc3C12c1ccc(Cl)cc1 (centres undefined)	-6.0%	-2.3
CCOC(=O)c1ccc(N2C(=O)CC(N3CC=C(c4ccc(F)cc4)CC3)C2=O)cc1 (centres undefined)	1.4%	3.6
COc1ccccc1N1CCN(S(=O)(=O)/C=C/c2ccccc2)CC1	1.4%	nt
Cc1cccc(NC(=O)CSc2nc3[nH]ncc3c(=O)[nH]2)c1	0.6%	36.4
CCOC(=O)/C=C1\SCC(=O)N1CC(=O)NC(C)c1ccc(F)cc1 (centres undefined)	-5.3%	80.1
Cc1ccc2nc(-c3ccncc3)cc(-c3ccccc3)c2c1	-2.1%	12.6
O=c1[nH][nH]c(=S)n1C1CCCCC1	3.4%	-10.7
COc1cc2c(cc1OC)C(C(=O)NCC1COc3ccccc3O1)C(c1cccnc1)N(C)C2=O (centres undefined)	-4.3%	nt
CC(/C=C1\SC(=O)N(CCCC(=O)O)C1=O)=C\c1ccccc1	-4.6%	-7.6
CC(C)(Oc1ccc(Cl)cc1)C(=O)NC1=NN(c2ccccc2)C(=O)C1	1.0%	-8.9
Clc1ccc(-n2nnnc2CN2CCOCC2)cc1	-5.5%	nt
O=S(=O)(Cc1ccccc1)N1CCCCCC1	0.1%	10.7
Cc1cc(C(=O)CSc2nnc(-c3ccccc3)o2)c(C)n1CC1COc2ccccc2O1 (centres undefined)	-3.1%	nt
COc1ccc(C(=O)OCC(=O)Nc2ccc(Cl)c(C(F)(F)F)c2)c(OC)c1OC	1.9%	5.0
Cc1ccc(C(=O)COC(=O)CCCC(=O)Nc2cc(C(F)(F)F)ccc2Cl)cc1C	-4.9%	nt
Cc1c(C(=O)/C=C/N(C)C)nnn1-c1ccc(Cl)cc1Cl	0.2%	-6.8
COc1ccc(NS(=O)(=O)c2cc(NC(=O)C3CCCCC3)ccc2N2CCOCC2)cc1	-5.0%	5.4
CC(C)c1csc(CN2CCN(Cc3ccc(F)c(F)c3)C(CCO)C2)n1 (centres undefined)	-2.5%	nt
COc1ccc(CCNC(=O)c2[nH]c(C)c(C(C)=O)c2C)cc1	-0.5%	14.4
O=C1N=c2ccccc2=C1c1sc(=S)n(-c2ccc(O)cc2)c1O	0.0%	11.8
CNS(=O)(=O)c1cnccc1N1CCN(c2cccc(C)c2)CC1	nt	-9.6
CN1CCN(Cc2nc3ccccc3c(=O)n2Cc2nc(-c3cccc([N+](=O)[O-])c3)cs2)CC1	2.5%	4.1
CCOC(=O)CCCNC(=O)CCNC(=O)c1ccc(OC)cc1	-1.8%	34.7
CCOc1cc(/C=C2/C(=N)N3OC(C)=CC3=NC2=O)ccc1OC(=O)c1ccco1	-0.8%	5.6
O=C(NCc1ccccc1)NCc1cccs1	2.2%	9.4
COc1cccc(NC(=O)CCN2CCN(c3ccccc3F)CC2)c1	-1.2%	nt
Nc1nnc(C(=O)c2ccccc2N)s1	4.9%	nt
C/C(=N\NC(N)=O)c1ccc(Cl)s1	nt	9.2

The final 4 compounds of the section before lead into the next:
SMILES	GlmU inhibition	Mtb RmlCD inh
O=C(NCc1ccccc1)NCc1cccs1	2.2%	9.4
COc1cccc(NC(=O)CCN2CCN(c3ccccc3F)CC2)c1	-1.2%	nt
Nc1nnc(C(=O)c2ccccc2N)s1	4.9%	nt
C/C(=N\NC(N)=O)c1ccc(Cl)s1	nt	9.2
CCCSc1nnc(-c2cccc(S(=O)(=O)N(C)C)c2)n1-c1cc(OC)ccc1OC	6.8%	103.4
CCN1CC2CCCC3(C1)C(=O)NC1(CCCCC1)N=C23 (centres undefined)	0.9%	nt
Fc1ccc(NC(=S)N2CCn3cccc3C2c2cccnc2)cc1 (centres undefined)	3.9%	6.1
COC(=O)c1sccc1NC(=S)Nc1ccc(F)cc1F	-0.5%	-14.3
N/C(=N\OC(=O)c1ccc2c(c1)OCO2)c1ccc(Cl)cc1	1.7%	8.5
CC1CN(c2cc(-c3ccccc3)c3ccccc3n2)CC(C)O1 (centres undefined)	-4.3%	1.8
COC(=O)CCSc1cc([N+](=O)[O-])cc2c1c(C1OCCO1)nn2-c1ccccc1	10.7%	-8.7
Cc1nc(C)c(C(=O)Nc2ccc(C)c(F)c2)o1	-1.3%	5.5
CCN(CC)c1ccc(/C=N\NC(N)=O)cc1	2.3%	10.4
COc1ccc(C(=O)C(C)(C)NO)cc1	6.7%	-4.5
Oc1ccc(N=Cc2c(O)ccc3ccccc23)cc1	-1.8%	nt
CCSc1nc(C)nc2sc(C)c(C)c12	1.4%	-7.0
CCCCNC(=O)CCC(=O)Nc1ccc2nc(N3CCCCC3)cc(C)c2c1	-0.2%	-10.4
CCc1ccc(NC(=O)CSc2nnc(Cc3cccn3C)n2-c2ccc(OC)cc2)cc1	2.7%	-2.3
CCOC(=O)c1cc(CC)sc1NC(=O)c1cc(OCC)c(OCC)c(OCC)c1	10.8%	nt

Entries of single compounds as entered above. Values in the order: GlmU inhibition, Mtb RmlCD inh
Listed for COC(=O)CCSc1cc([N+](=O)[O-])cc2c1c(C1OCCO1)nn2-c1ccccc1 : 10.7%, -8.7
Listed for CCN1CC2CCCC3(C1)C(=O)NC1(CCCCC1)N=C23 (centres undefined) : 0.9%, nt
Listed for Cc1nc(C)c(C(=O)Nc2ccc(C)c(F)c2)o1 : -1.3%, 5.5

(cont.)
SMILES	GlmU inhibition	Mtb RmlCD inh
CCOCc1nnc(NC(=O)COC)s1	1.4%	-2.7
Cc1ccc2cc(CCNS(=O)(=O)c3ccc(F)cc3)c(=O)[nH]c2c1	-3.0%	-0.7
CC(=O)Nc1ccc(C(=O)OCC(=O)c2cccc([N+](=O)[O-])c2)cc1	1.0%	17.9
CCC1=C(OC(=O)N(CC)CC)N2C(=O)OC(=NCCc3c[nH]c4ccccc34)[C@]2(C)[C@H]2C1=CC[C@H]1C(=O)N(C)C(=O)[C@H]12	3.2%	nt
CCO/C(C)=C1\N=C(c2ccc(Cl)cc2)OC1=O	-7.0%	-3.9
COc1ccc(NC(=O)C/C(C)=N/NC(=O)C(=O)NC2CCCCC2)c(OC)c1	5.7%	2.8
CCn1nc(C(=O)NNC(=O)COc2ccc(OC)cc2)c2ccccc2c1=O	1.9%	-8.7
CCOC(=O)N1CCC(NC(=O)c2ccc(OC)c(CN3CC(=O)N4CCCC4C3=O)c2)CC1 (centres undefined)	0.7%	-6.1
CC(=O)c1cccc(N2Cc3ccccc3C2=NC(=O)CCl)c1	2.3%	-8.1
O=C(Cc1c[nH]c2ccccc12)N/N=C/c1cccc(F)c1	4.8%	8.2
CCOc1ccc(Oc2cc(N)cc([N+](=O)[O-])c2)cc1	3.9%	6.5
CCN(CC)S(=O)(=O)c1cccc(C(=O)Nc2nncs2)c1	4.7%	nt
C=CCc1c(C)nc2c(C)cccc2c1SC(=N)N	4.4%	-13.7
CN(C)/C=C/C(=O)c1nnn(C2CCCCC2)c1NC1CCCCC1	-2.0%	3.3
C=CCn1c(COc2ccc(Cl)cc2)nnc1SCC(=O)c1c(N)n(C)c(=O)n(C)c1=O	-0.3%	9.2
CC(C)(C)C(=O)Oc1cc(N)n(S(=O)(=O)c2ccc(F)cc2)n1	-7.1%	2.3
O=C(Nc1ccc([N+](=O)[O-])cc1)c1cn(-c2ccccc2)nc1-c1cc2ccccc2o1	1.8%	9.7
NC(=O)c1ccccc1N1CCCCC1	nt	-1.9
CC1CC(C)(C)NC(=S)N1CCCC(=O)Nc1ccc2c(c1)OCCO2 (centres undefined)	-3.2%	-5.4
NNC(=O)c1csc(CS(=O)(=O)c2ccc(Cl)cc2)n1	-9.3%	6.9
COn1c(C)c(C)c2c3nonc3ccc21	4.7%	-3.5
NC(=O)c1ccc(N2CCN(S(=O)(=O)c3ccccc3)CC2)c([N+](=O)[O-])c1	7.3%	-9.3
CCOCCCNC(=O)c1ccc(CS(=O)(=O)Cc2ccc(C)cc2)o1	2.9%	-6.6
CCc1ccc(C(=O)NC(C(=O)O)C(C)C)cc1 (centres undefined)	1.3%	-2.5
CC(C)OC(=O)CN1C(=O)c2ccccc2C1=O	6.1%	10.4
CN(C)c1ccc(C(C(=O)NC(C)(C)C)N(C(=O)c2csnn2)C2CC2)cc1 (centres undefined)	2.3%	nt
CCc1ccc(NC(=O)CSCCO)cc1	6.7%	-1.6

Some of the compounds tested; rates above refer to the full screens.
